Assay outcomes: PubChem BioAssay, Sanford-Burnham Center for Chemical Genomics
hIAP block – human IAP inhibitors, primary screen, biochemical, luminescence, uHTS; Intestinal-type alkaline phosphatase (Homo sapiens), P09923; purified IAP, CDP-Star luminescence, 30 min; inhibition, % at 10 µM; hit rate 0.12% among 330,000; AID 2544, 2010;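 active = inhibition reaching a set limit with compound at 10 µM in the primary screen, cut at about 35% in these data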;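 also: plate controls were DMSO wells with enzyme for no effect and no-enzyme buffer wells for full effect; values of inactives mirror those of a sister screen read the other way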
Target sequence (P09923 whole entry, looked up): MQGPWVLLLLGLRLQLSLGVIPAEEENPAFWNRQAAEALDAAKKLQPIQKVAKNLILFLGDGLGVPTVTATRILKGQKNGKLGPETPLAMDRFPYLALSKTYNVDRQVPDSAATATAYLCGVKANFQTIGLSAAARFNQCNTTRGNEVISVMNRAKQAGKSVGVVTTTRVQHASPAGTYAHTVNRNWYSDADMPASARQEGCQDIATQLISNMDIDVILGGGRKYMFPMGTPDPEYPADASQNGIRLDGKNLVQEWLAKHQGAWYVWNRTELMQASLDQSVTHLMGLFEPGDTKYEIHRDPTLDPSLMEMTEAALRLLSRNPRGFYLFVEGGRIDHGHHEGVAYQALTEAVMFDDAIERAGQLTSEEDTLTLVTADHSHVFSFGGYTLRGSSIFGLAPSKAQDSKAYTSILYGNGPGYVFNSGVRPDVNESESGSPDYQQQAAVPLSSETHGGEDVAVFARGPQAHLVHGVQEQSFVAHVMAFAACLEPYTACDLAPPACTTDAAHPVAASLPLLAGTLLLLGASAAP
Apaf-1 inh – inhibitors of human Apaf-1 apoptosome, primary screen, biochemical, DEVD-Rh110 fluorescence, uHTS; Apoptotic protease-activating factor 1 (Homo sapiens), O14727; reconstituted apoptosome caspase-3 activity; inhibition, % at 20 µM; hit rate 0.71% among 330,000; active = inhibition of at least 40% at 20 µM;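 also: plate controls were DMSO wells for no effect and DEVD-CHO caspase inhibitor wells for full effect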
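Medium: Hepes buffer, pH 7.5 / System: biochemical Apaf-1 apoptosome reconstitution / Measured by: Rh110 fluorescence, excitation 480 nm, emission 540 nm / Times: compound with Apaf-1, dATP, procaspase-3 30 min, then 50 min reaction, room temperature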
TIM10 inh – growth inhibitors of isogenic TIM10 control yeast, primary screen, counter-screen for tim10-1 yeast inhibitor project, luminescence, uHTS; S. cerevisiae TIM10 strain growth, BacTiter-Glo luminescence, 24 h; inhibition, % at 10 µM; hit rate 1.4% among 330,000; AID 463195, 2010;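 active = inhibition of 40% or more at the single tested concentration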;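 also: wild-type TIM10 isogenic control strain grown at permissive 25 °C; 0% = DMSO yeast wells and 100% = minimal medium wells without yeast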
ATG4B inhibitor – ATG4B protease inhibitors, primary screen, biochemical, fluorescence, uHTS; AID 504462, 2011; ATG4B cleavage of LC3-PLA2, NBD-HPC fluorescence, 1 h; inhibition, % at 8.33 µM; hit rate 0.51% among 340,000; in the data active = inhibition above about 40%
Target sequence (Q9Y4P1 whole entry, looked up): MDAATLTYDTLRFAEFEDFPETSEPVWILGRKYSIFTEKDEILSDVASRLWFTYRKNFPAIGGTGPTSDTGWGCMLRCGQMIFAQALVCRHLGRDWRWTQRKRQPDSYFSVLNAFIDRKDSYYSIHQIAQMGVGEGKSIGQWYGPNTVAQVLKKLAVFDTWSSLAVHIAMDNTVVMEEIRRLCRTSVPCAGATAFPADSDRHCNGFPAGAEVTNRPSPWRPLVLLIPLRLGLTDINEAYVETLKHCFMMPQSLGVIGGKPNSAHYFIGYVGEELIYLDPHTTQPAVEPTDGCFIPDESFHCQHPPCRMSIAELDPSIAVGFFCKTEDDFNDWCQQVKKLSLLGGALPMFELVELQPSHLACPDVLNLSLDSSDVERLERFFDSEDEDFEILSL
hIAP act – human IAP activators, primary screen, biochemical, luminescence, uHTS; Intestinal-type alkaline phosphatase (Homo sapiens), P09923; purified human IAP, CDP-Star luminescence, 30 min; active compounds read high; 1 = vehicle-only enzyme, 0 = enzyme-free background; activation factor at 10 µM; hit rate 0.16% among 330,000; AID 2524, 2010;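 active = activation factor of the enzyme at least 2-fold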; also: the source names both 10 and 20 µM as test concentration; values of inactives mirror those of a sister screen read the other way
NLRP3 yeast inh – NALP3 inflammasome inhibitors in reconstituted yeast, primary screen, luminescence, uHTS; Yeast reconstituted NLRP3/ASC/caspase-1, beta-gal luminescence, 24 h; inhibition, % at 10 µM; hit rate 0.39% among 330,000;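 active = inhibition of 50% or more; inactive = inhibition below 50%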;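 also: plate controls were induced DMSO wells for no effect and uninduced yeast grown without galactose for full effect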
mIAP block – inhibitors of mouse IAP, primary screen, biochemical, luminescence, uHTS; intestinal alkaline phosphatase [Mus musculus]; purified mouse IAP, CDP-Star luminescence, 30 min; inhibition, % at 10 µM; hit rate 0.2% among 330,000; AID 2806, 2010;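 active = inhibition of at least 40% at 10 µM in the primary screen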;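 also: plate controls were DMSO with enzyme for no effect and no enzyme wells for full effect; values of inactives mirror those of a sister screen read the other way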
mIAP act – activators of mouse IAP, primary screen, biochemical, luminescence, uHTS; AID 2805, 2010; hit rate 0.24% among 330,000; activation factor at 10 µM; muIAP, CDP-Star luminescence, 30 min; active compounds read high; 1 = vehicle-only enzyme signal, 0 = enzyme-free wells;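 active = activation factor of at least 2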; also: the source names both 10 and 20 µM as test concentration; values of inactives mirror those of a sister screen read the other way
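Assay system: mouse IAP enzyme; reagent: chemiluminescent substrate CDP-Star; dosing: test compounds delivered from DMSO solution; schedule: 30 min at room temperature; measured by: luminescence from enzymatic CDP-Star hydrolysis; controls: DMSO-only wells and no-enzyme negative control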
tim10-1 inh – growth inhibitors of tim10-1 mutant yeast, primary screen, luminescence, uHTS; S. cerevisiae tim10-1 ts strain growth, BacTiter-Glo, 24 h; AID 463190, 2010; inhibition, % at 20 µM; hit rate 2.2% among 330,000;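 active = inhibition of at least 40%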;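 also: mutant grown at 25 °C; 0% = DMSO wells with yeast and 100% = wells holding no yeast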
* hit, by the source's call; . = not tested or not shown. Compounds were not picked by outcome. Share with any hit: about 4.5%.

Structure | hIAP block | Apaf-1 inh | TIM10 inh | ATG4B inhibitor | hIAP act | NLRP3 yeast inh | mIAP block | mIAP act | tim10-1 inh
COc1ccc(-n2nnc3c(=O)n(Cc4cccc(C)c4)cnc32)cc1 | 8.8 | -5.4 | 19.4 | -2.7 | 0.912 | 1.9 | 1.1 | 0.989 | 22.7
Cc1ccc(S(=O)(=O)N2CCCc3ccccc32)cc1C | -0.3 | 21.2 | -9.4 | 2.4 | 1 | 21.0 | -8.1 | 1.08 | -23.7
NC(=O)CCCCC(=O)OCCCc1cccs1 | 10.0 | -7.4 | 11.8 | 18.1 | 0.9 | -8.3 | 3.6 | 0.964 | 14.4
CCOC(=O)CC1CCCCN1C(=O)CCCn1nnnc1CN1CCC(C)CC1 (centres undefined) | -1.8 | 4.6 | -0.2 | -7.2 | 1.02 | 3.7 | 8.6 | 0.914 | 15.1
NS(=O)(=O)c1ccc(CNC(=O)COc2ccc3c4c(c(=O)oc3c2)CCCC4)cc1 | -0.3 | 7.3 | 4.0 | -13.2 | 1 | 16.1 | -1.2 | 1.01 | -3.9
COc1ccc(-n2c(C)cc(C(=O)COC(=O)Cc3n[nH]c(=O)c4ccccc34)c2C)cc1 | -5.0 | 7.2 | 3.6 | -0.3 | 1.05 | 7.0 | -1.6 | 1.02 | 25.2
O=[N+]([O-])c1c(C(Cl)Cl)nn(-c2ccccc2)c1N1CCOCC1 | 7.7 | -0.1 | 29.2 | 0.3 | 0.923 | -12.3 | -3.8 | 1.04 | 43.6*
CC(C)C(=O)Nc1ccc(NC(=O)c2ccc3c(c2)OCO3)cc1 | -4.5 | 0.4 | -3.8 | -4.0 | 1.04 | 9.4 | 5.0 | 0.95 | 10.4
CCOc1ccc(C(C)=O)cc1COC(=O)CNC(=O)c1cccs1 | 5.8 | 8.1 | 2.2 | 4.6 | 0.942 | 12.6 | 3.7 | 0.963 | 5.6
CC(C)OC(=O)C(C#N)c1nc2ccccc2nc1N1CCCC1 (centres undefined) | 22.7 | 16.1 | 20.3 | -0.9 | 0.773 | 19.8 | -0.9 | 1.01 | 36.9
Cc1cccn2c(=O)c3cc(C(=O)NC4CCS(=O)(=O)C4)n(Cc4ccccc4)c3nc12 (centres undefined) | -41.4 | 19.3 | 2.3 | -2.3 | 1.41 | 19.9 | -17.1 | 1.17 | 13.5
CC(Oc1ccc(C#N)cc1)C(=O)N1CC=C(c2ccccc2)CC1 (centres undefined) | -18.2 | 4.3 | 6.7 | -4.4 | 1.18 | 14.5 | -6.4 | 1.06 | 5.4

Of the compounds above, 2 have a cyano group.
Structure | hIAP block | Apaf-1 inh | TIM10 inh | ATG4B inhibitor | hIAP act | NLRP3 yeast inh | mIAP block | mIAP act | tim10-1 inh
CC(C)OC(=O)C(C#N)c1nc2ccccc2nc1N1CCCC1 (centres undefined) | 22.7 | 16.1 | 20.3 | -0.9 | 0.773 | 19.8 | -0.9 | 1.01 | 36.9
CC(Oc1ccc(C#N)cc1)C(=O)N1CC=C(c2ccccc2)CC1 (centres undefined) | -18.2 | 4.3 | 6.7 | -4.4 | 1.18 | 14.5 | -6.4 | 1.06 | 5.4

(listing goes on)
Structure | hIAP block | Apaf-1 inh | TIM10 inh | ATG4B inhibitor | hIAP act | NLRP3 yeast inh | mIAP block | mIAP act | tim10-1 inh
CCCCNC(=O)c1ccc2c(c1)N(C)C(=O)c1ccccc1S2 | 2.8 | 4.0 | 18.8 | -6.3 | 0.972 | 15.9 | 5.0 | 0.95 | 10.1
COCC(=O)NCc1nc2ccccc2[nH]1 | -3.4 | -3.0 | -1.7 | -5.3 | 1.03 | 10.0 | 6.9 | 0.931 | 12.0
CC[C@]12c3[nH]c4ccc(Cl)cc4c3CCN1C(=O)[C@@H](CC(=O)NC(C)(C)C)C[C@@H]2C(=O)N1CCN(C(=O)c2ccco2)CC1 | . | 22.2 | 2.6 | -0.9 | . | . | -14.0 | 1.25 | 5.6
Cc1c(C(c2ccccc2O)c2c(C)n(C)n(-c3ccccc3)c2=O)c(=O)n(-c2ccccc2)n1C | 1.5 | -7.2 | 5.8 | -0.9 | 0.985 | 14.6 | 1.0 | 0.99 | -1.5
c1ccc2c(CNn3cnnc3)cccc2c1 | 4.6 | -3.2 | 7.8 | -12.1 | 0.954 | 0.1 | -5.8 | 1.06 | 6.0
CCN(CC(=O)NCc1cccs1)C(=O)COc1cccc(C(F)(F)F)c1 | -1.6 | -6.6 | -1.5 | -2.7 | 1.02 | -4.6 | -0.1 | 1 | 4.7
COc1cccc(NC(=O)CN(C)C(=O)c2cccc(S(=O)(=O)N3CCN(c4ccccc4)CC3)c2)c1 | -21.0 | 12.8 | 1.7 | -21.6 | 1.21 | 18.2 | -1.9 | 1.02 | 15.6
CN(C)c1cccc(NC(=O)CCc2ccccc2)c1 | -22.7 | -4.9 | -3.6 | -2.5 | 1.23 | 11.4 | -1.5 | 1.01 | 24.6
c1ccc(Oc2ccc(-c3ccnc4nc(N5CCOCC5)nn34)cc2)cc1 | 4.9 | 8.7 | 11.5 | -13.9 | 0.951 | 19.8 | 4.4 | 0.956 | 15.3
COc1cccc(OCc2nnc(SCC(=O)N3c4ccccc4Sc4ccc(Cl)cc43)o2)c1 | -3.3 | 20.7 | 3.0 | -6.7 | 1.03 | -13.8 | 7.6 | 0.924 | 13.4
COc1ccc(-c2c(-c3ccc(C#N)cc3)oc(=O)c3cc(OC)c(OC)cc23)cc1 | 29.0 | 11.0 | 5.2 | -7.8 | 0.71 | 25.4 | 4.2 | 0.958 | 3.7
CC1CCCC(NC(=O)C2CCN(S(=O)(=O)c3cccc4nonc34)CC2)C1C (centres undefined) | -1.6 | 0.6 | -7.0 | 6.0 | 1.02 | 13.4 | 3.3 | 0.967 | -17.4
CSCCC(NS(=O)(=O)c1ccccc1F)C(=O)NCc1cccs1 (centres undefined) | 13.3 | -4.7 | 3.1 | 2.4 | 0.867 | -2.8 | -12.8 | 1.13 | 10.1
CCN1CCN(CCCNC(=O)CS(=O)(=O)Cc2nc(-c3cccc(OC)c3)oc2C)CC1 | -4.4 | 13.0 | 2.9 | 1.6 | 1.04 | 0.1 | -5.6 | 1.06 | -10.6
COc1cccc(CNC(=O)CSc2ccc(-c3ccncc3)nn2)c1 | 8.9 | -20.6 | -13.7 | . | 0.911 | 9.1 | -7.4 | 1.07 | -1.9
CCOC(=O)c1cc2occc2n1CC(=O)N1CCN(C(=O)c2ccco2)CC1 | -2.8 | -16.2 | 8.9 | -6.7 | 1.03 | 13.9 | 6.6 | 0.934 | 17.7
Cc1ccc(C(=O)NN2C(=O)C3C4C=CC([C@@H]3C2=O)C42CC2)cc1 (some centres undefined) | 9.2 | -5.6 | 10.8 | -3.6 | 0.908 | 9.0 | 5.0 | 0.95 | 15.7
CCOCc1cc(=O)[nH]c(SC)n1 | 3.6 | -3.1 | 0.1 | 1.9 | 0.964 | 4.8 | 9.8 | 0.902 | -16.6
Cc1cc(C(=O)N(Cc2nnc(-c3ccc(Cl)cc3)o2)C(C)C)c2ccccc2n1 | -6.6 | 5.6 | 8.2 | -4.3 | 1.07 | 11.4 | 2.6 | 0.974 | 18.0
CCNc1ccc(C(=O)OCC(=O)N2CCCC2)cc1[N+](=O)[O-] | 0.8 | -0.7 | 0.5 | 5.1 | 0.992 | 24.8 | 7.2 | 0.928 | 0.9
Cc1cc(C)nc(/N=C2\NC(=O)CC(C(=O)O)N2c2ccc(F)c(Cl)c2)n1 (centres undefined) | -3.5 | -8.6 | 0.6 | . | 1.03 | 5.1 | -1.2 | 1.01 | -1.3
C[C@H]1CN(CCc2ccccc2)C(=O)[C@@H]1CC(=O)NCc1ccccc1 | -11.2 | 8.0 | 1.4 | -4.0 | 1.11 | 22.0 | -12.3 | 1.12 | 14.4
Cc1ccc2c(c1)N(CC(=O)N1CCCCCC1)C(=O)CO2 | 3.4 | -12.4 | 7.0 | 0.7 | 0.966 | -20.2 | 7.7 | 0.923 | 12.6
COC(=O)c1cc(S(=O)(=O)NCC2CCN(CCc3ccc(OC)cc3)CC2)c[nH]1 | -27.7 | -7.8 | -2.2 | -11.2 | 1.28 | 6.6 | -5.3 | 1.05 | -12.9
COc1ccc(Cl)cc1N/C(N)=N/c1nc(C)cc(C)n1 | 1.3 | -5.5 | 12.4 | 2.5 | 0.987 | 5.2 | 0.3 | 0.997 | -1.5
CCCCC(=O)Nc1cccc(C(=O)Nc2ccccc2C(=O)O)c1 | 13.6 | -1.6 | 11.8 | 9.3 | 0.864 | -10.9 | 3.2 | 0.968 | 15.5
O=C(O)C1CCCN(C(=O)c2cccc3ccccc23)C1 (centres undefined) | 0.1 | -14.1 | -6.6 | -3.5 | 0.999 | 5.6 | -0.2 | 1 | -5.5
Cc1cc(C)c(C(=O)COC(=O)c2nn(C)c(=O)c3ccccc23)cc1C | -14.3 | 11.1 | 15.3 | -0.2 | 1.14 | 19.9 | -3.0 | 1.03 | 8.9
NC(=O)c1c(NC(=O)Cn2cc([N+](=O)[O-])cn2)sc2c1CCCC2 | 4.7 | -24.7 | 11.6 | -10.8 | 0.953 | -0.3 | 9.7 | 0.903 | 7.2
Brc1cccc2sc(N3CCCC3)nc12 | -11.8 | -6.6 | -6.3 | -1.4 | 1.12 | 8.0 | 3.8 | 0.962 | 13.9
CCCCCCN1C(=O)C(O)=C(C(C)=O)C1c1ccc(Cl)cc1 (centres undefined) | -7.3 | 5.4 | -8.9 | -9.1 | 1.07 | 3.8 | -9.5 | 1.09 | 2.4
COc1ccc(CCN2C(=O)CC(Cc3ccccc3)C2=O)cc1OC (centres undefined) | 1.7 | -1.7 | -15.8 | -2.7 | 0.983 | 7.0 | 0.6 | 0.994 | 5.9
NC(=O)CN1C(=O)C(O)(CC(=O)/C=C\c2ccc3c(c2)OCO3)c2ccccc21 (centres undefined) | -0.2 | -4.4 | -3.0 | 5.5 | 1 | 13.0 | 1.7 | 0.983 | 5.9
COc1cccc(NC(=O)CN(C)C(=O)c2sc3cc(Cl)ccc3c2Cl)c1 | 14.7 | 19.1 | 6.7 | -12.8 | 0.853 | 20.8 | -13.6 | 1.14 | 30.2
COc1cc(C(=O)Nc2ccc(C)cn2)c([N+](=O)[O-])cc1OC | 2.8 | -3.6 | -17.4 | 0.7 | 0.972 | 13.7 | -13.8 | 1.14 | -34.5
O=C(Nc1ccc(F)cc1F)c1cccn1-c1ncc(C(F)(F)F)cc1Cl | 8.0 | -10.8 | 13.7 | -7.4 | 0.92 | 4.8 | 9.8 | 0.902 | 24.7
CC1(C)CC(C(=O)Nc2ccccc2)C(=O)O1 (centres undefined) | -29.3 | -6.3 | -3.3 | -4.4 | 1.29 | 7.8 | -10.8 | 1.11 | 13.4
